Assay outcomes (PubChem BioAssay)
PI4K2A inh: qHTS for small molecular inhibitors of PI4K2A. Phosphatidylinositol 4-kinase type 2-alpha (Homo sapiens), Q9BTU6. purified PI4K2A, ADP-Glo luminescence, 1 h; stronger effect = lower value. activity change, negative = inhibition, % at 76.9 µM. actives 0.13% (n = 420,000). AID 1346378, 2018; in the data active = activity change below about -50%; inconclusive = mostly about -30% to -49%;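 note: -100% = wells without enzyme as full effect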
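In this quantitative HTS, ADP production by PI4K2A was quantified luminescently after 1 h at ambient temperature; 100 microM adenosine served as plate-quality control.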
Pin1 inh: qHTS Assay to Find Inhibitors of Pin1; Peptidyl-prolyl cis-trans isomerase NIMA-interacting 1 (Homo sapiens), Q13526; Pin1 FP peptide displacement, HiFluor488, 10 min; Potency, µM (titrated, usually from 115 µM), for the others: top-dose activity, negative = inhibition, usual class: inhibitors; actives 0.009% (n = 390,000); active = well fitted inhibition curve with a large enough effect in the polarisation, with a control signal flat, not every such curve was filed as active; inconclusive = small, poorly fitted or top-dose-only effect, or effect the other way, or a change in a side signal; inactive = no such curve, though single readings can be large or run the other way; the % refers to the polarisation; note: potency is the fitted concentration of half-maximal effect; % is set by controls: 0 for no effect and ±100 for the full control effect
G9a block: qHTS Assay for Inhibitors of Histone Lysine Methyltransferase G9a | Histone-lysine N-methyltransferase EHMT2 (Homo sapiens), Q96KQ7 | G9a H3K9 monomethylation, AlphaScreen, 2 h | Potency, µM (doses to about 102 µM), for inactives: top-dose activity, negative = inhibition, most hits filed as inhibitors | actives 8.8% (n = 350,000); note: potency is the fitted concentration of half-maximal effect; % is set by controls: 0 for no effect and ±100 for the full control effect; nearly all actives have a fitted effect of over 75% in size
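G9a (20 nM) was preincubated 15 min with compound, then reacted 2 h at room temperature with 500 nM biotin-H3K9 peptide and 20 µM SAM. Monomethyl-H3K9 detected by AlphaScreen using anti-H3K9me1 antibody.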
BAZ2B block: qHTS Assay for Inhibitors of BAZ2B. Bromodomain adjacent to zinc finger domain protein 2B (Homo sapiens), Q9UIF8. AlphaScreen BAZ2B-H3K14Ac peptide displacement. Potency, µM (doses to about 114 µM), for inactives: at the top dose activity change, negative = inhibition, usual class: inhibitors. actives 4.4% (n = 360,000). AID 504333, 2011; note: potency is the fitted concentration of half-maximal effect; % is set by controls: 0 for no effect and ±100 for the full control effect; nearly all actives have a fitted effect of over 60% in size
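Compounds, titrated to a top concentration of 110 uM, were incubated 30 min at room temperature with preformed BAZ2B/acetyl-K14 H3 peptide complex (50 nM each). Proximity signal was measured by AlphaScreen after 20 min with beads.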
HP1b chromo inh: HTS for Inhibitors of HP1-beta Chromodomain Interactions with Methylated Histone Tails; Chromobox protein homolog 1 (Homo sapiens), P83916; AlphaScreen HP1-beta / biotin-H3K9me3 peptide binding; Potency, µM (highest dose often 114 µM), inactives show at the highest dose activity change, negative = inhibition, most hits filed as inhibitors; actives 0.56% (n = 390,000); AID 540317, 2011; note: potency is the fitted concentration of half-maximal effect; nearly all actives have a fitted effect of over 70% in size; inactives centre near 23
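HP1-beta protein (50 nM final) preincubated 30 min at room temperature with biotinylated H3(1-18)K9me3 peptide (50 nM) in PBS pH 7.4, 0.01% Tween-20, then compound added for 30 min. AlphaScreen streptavidin donor/nickel chelate acceptor beads (10 ug/mL final), 30 min dark, luminescence read.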
JMJD2A Tudor inh: qHTS Assay for Inhibitors of JMJD2A-Tudor Domain; actives 4.4% (n = 390,000); AID 504339, 2011; Lysine-specific demethylase 4A (Homo sapiens), O75164; Potency, µM (doses to about 114 µM), for the others: at the top dose activity change, negative = inhibition, most hits filed as inhibitors; AlphaScreen JMJD2A-Tudor / H3K4me3 peptide binding; note: potency is the fitted concentration of half-maximal effect; % is set by controls: 0 for no effect and ±100 for the full control effect; nearly all actives have a fitted effect of over 50% in size
PGK inhibitor: qHTS Assay to Find Inhibitors of Phosphoglycerate Kinase; Phosphoglycerate kinase, glycosomal (Trypanosoma brucei brucei), P07378; PGK/GAPDH coupled, Kinase-Glo luminescence, 60 min; Potency, µM (top dose mostly 57.5 µM), without a hit: at the top dose activity change, negative = inhibition, usual class: inhibitors; actives 0.043% (n = 380,000); AID 602233, 2012; note: potency is the fitted concentration of half-maximal effect; % is set by controls: 0 for no effect and ±100 for the full control effect; nearly all actives have a fitted effect of over 60% in size
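Luminescent ATP detection (Kinase-Glo Plus) follows a 60-minute room-temperature incubation, with wells lacking PGK as controls. Buffer: 100 mM TEA (pH 7.6), 5 mM MgCl2, 0.01% Tween-20. Coupling enzyme GAPDH (100 nM final) supplies unstable 1,3-BPG in-well.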
ERG Ets-DNA blk: qHTS for Small Molecule Inhibitors of the ERG Ets/DNA interaction | AID 624246, 2012 | actives 0.028% (n = 370,000) | Potency, µM (highest dose often 76.9 µM), without a hit: at the top dose FP activity, negative = inhibition, usual class: inhibitors | fluorescence polarization, His-ERG Ets domain / labelled DNA; active = well fitted inhibition curve with a large enough effect in the polarisation, with a control signal flat; inconclusive = small, poorly fitted or top-dose-only effect, or effect the other way, or a change in a side signal; inactive = no such curve, though single readings can be large or run the other way; the % refers to the polarisation;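 note: polarization taken with two DNA probes labelled with fluorescein and Texas red; potency is the fitted concentration of half-maximal effect; % of control where 0% means no effect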
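His-tagged ERG Ets domain (1 uM in the protein solution; 300mM KCl, 50mM Tris-HCl, 1mM EDTA, 1mM DTT, pH 7.5) received compound, then a probe mix of 5 nM fluorescein-DNA and 100nM Texas-615-DNA. Fluorescence polarization was read for both dyes.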
GLS inh: qHTS for Inhibitors of Glutaminase (GLS); Potency, µM (top dose mostly 45.5 µM), inactives show at the highest dose activity change, negative = inhibition, usual class: inhibitors; AID 624170, 2012; GLS enzymatic activity, qHTS titration; actives 0.21% (n = 410,000); note: potency is the fitted concentration of half-maximal effect; % is set by controls: 0 for no effect and ±100 for the full control effect
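Assay buffer: 45 mM KH2PO4 pH 8.2, 0.02% Tween-20. hKGA acts on L-glutamine (1 mM solution added); product glutamate is reported by an oxidase/peroxidase Amplex Red coupling, with fluorescence taken at baseline and 30 min.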
The depositor's hits bear a star; i = inactive; ? = inconclusive; / = no result given; & = joins results of further samples; [ ] = dose if it differs, or a comment. Unless noted, calls come from the whole dose curve; as a rule, active = well fitted curve in the direction sought with a large enough effect; inconclusive = small, poorly fitted or top-dose-only effect, or another doubt; inactive = no such curve, though single readings can be large; an effect the other way counts as inactive or inconclusive.

SMILES	PI4K2A inh	Pin1 inh	G9a block	BAZ2B block	HP1b chromo inh	JMJD2A Tudor inh	PGK inhibitor	ERG Ets-DNA blk	GLS inh
CC1CN=C(NC(C)c2ccccc2)S1 (stereo not drawn)	-3	-10%	/	?	11%	-12%	2%	-8%	-4%
CC(C)NC(=O)C(C)N1CCN(S(=O)(=O)c2ccc3ccccc3c2)CC1 (stereo not drawn)	0	1%	25µM*	56µM*	40µM*	3.2µM*	8%	5%	-19%
CC(=O)Nc1ccccc1OP1(=O)COc2ccccc2OC1	-4	-10%	-34%[12.7 µM]	-37%	10%	-8%	-1%	-7%	31%[activator]
CC(=O)OC1CCC2(C)C(CC(=O)C3C2CCC2(C)C(OC(C)=O)CCC32)C1 (stereo not drawn)	1	0%	/	/	25%	-8%	-1%	3%	5%
CCc1c(C)nc(N)nc1N1N=C1SCC(N)=O	-2	0%	3%	5%	2%	-11%	-6%	-1%	27%
Cc1ccccc1OCC(=O)N1CCN(CCc2ccccn2)CC1	0	-5%	-3%[59 µM]	-3%	17%	-19%	-4%	-2%	-1%
CC(=O)N(C)CC#CCN1CCCC(CO)C1 (stereo not drawn)	-3	-11%	/	/	33%	4%	-7%	/	-1%
c1cncc(CNCCc2c[nH]c3ccccc23)c1	0	0%	13%	-22%	43%[activator]	-12%	-3%	-5%	11%
CNC(=O)OCCc1n(C)cc[n+]1C	-2	-4%	14µM*	0%	10%	-17%	-4%	-9%	14%
CCOc1cc2c(cc1OCC)-n1cccc1C(c1ccc(OC)c(OC)c1)NC2 (stereo not drawn)	-4	3%	-47%	?	2%	?	-4%	4%	3%
CCCCCc1nc2ccccc2c(=O)n1-c1ccccc1[N+](=O)[O-]	1	-3%	-50%	?	-3%	-33%	-7%	11%	-1%
Clc1ccc(NC2=NCCCS2)cc1Cl	-4	-12%	-2%	-3%	27%	-7%	-1%	4%	0%
COC(C)(C)CCCC(C)C/C=C/C(C)=C/C(=O)OC(C)C (stereo not drawn)	-5&-2	2%	-3%[0.501 µM]	159%[activator]	183%[activator]	97%[activator]	-5%	20%	-2%&0%
Cc1ccc(Cn2cccc(C(=O)Nc3ccc4c(c3)OCCO4)c2=O)cc1	2	12%	-21%[59 µM]	-12%	16%	-20%	-6%	-6%	-1%
CN(Cc1ccc(OC(F)F)cc1)C(=O)c1ccccc1Sc1ccccc1C#N	1	1%	/	/	47%[activator]	7%	8%	4%	4%
COC(=O)C(O)(c1ccc(NC(=O)c2cccs2)cc1)C(F)(F)F (stereo not drawn)	-1	-1%	-1%	-15%	42%[activator]	-7%	i	-8%	-1%
Cn1c(O)c(/C=N/c2ncccn2)c(=O)n(C)c1=O	-9	4%	-37%[59 µM]	-7%	45%[activator]	-11%	i	-1%	0%
C=CCn1c(O)c(/C(C)=N/N2CCCCCC2)c(=O)[nH]c1=O	-1	0%	5%	-6%	23%	3%	i	15%	-21%
COC(=O)C1=C(c2cc3ccccc3s2)C[C@@H]2CC[C@H]1N2C(=O)N1CCCC1	-4	-6%	/	/	11%	-14%	-4%	-13%	0%
CC(C)(C)c1csc(NC(=O)Nc2ccccc2)n1	1	3%	?	-19%	1%	-5%	0%	-1%	0%
O=C(O)c1ccccc1NC(=O)N1C[C@H]2C[C@@H](C1)c1cccc(=O)n1C2	-4	-2%	16%[12.7 µM]	3%	19%	?	6%	-10%	1%
CCOc1ccc2nc(NC(=O)c3cccn(Cc4ccc(Cl)cc4)c3=O)sc2c1	0	-4%	-6%[59 µM]	-2%	17%[57 µM]	-20%	-7%	1%	-5%
COC(=O)C1=C(c2cc3ccccc3s2)C[C@@H]2CC[C@H]1N2C(=O)NCc1ccc(C(F)(F)F)cc1	-4	12%	/	/	29%	-28%	-4%	-8%	-2%
CC1CC(NC(=O)C2C3CCC(O3)C2C(=O)O)CC(C)(C)C1 (stereo not drawn)	-1	0%	-23%[59 µM]	-12%	2%	-15%	0%	8%	15%
CNCC(O)c1cccc(OC(=O)c2ccccc2C)c1 (stereo not drawn)	5	5%	56µM*	-1%	54%[activator]	26%[11.4 µM]	-5%	3%	-21%
Further entries.
SMILES	PI4K2A inh	Pin1 inh	G9a block	BAZ2B block	HP1b chromo inh	JMJD2A Tudor inh	PGK inhibitor	ERG Ets-DNA blk	GLS inh
O=[N+]([O-])c1ccc(C2[C@H]3C(c4ccccc4)=NC4(CCCCC4)N23)cc1 (stereo partly drawn)	-1	0%	-17%[59 µM]	?	-3%	?	3%	-6%	3%
O=C1NC(=S)N(c2ccc(Cl)cc2)C(=O)/C1=C/N1CCN(C(=O)c2ccco2)CC1	-1	?	50µM*	-39%	17%	-8%	-3%	11%	-29%
O=c1[nH]c(=S)[nH]c(O)c1C(c1ccccn1)c1c(O)[nH]c(=S)[nH]c1=O	2	4%	5µM*	20µM*	18%	?	-2%	-10%	1%
Cc1ccc(-n2c(O)c(C=NCc3ccccn3)c(=O)[nH]c2=S)cc1	1	-5%	/	-13%	58%[activator]	3%	0%	1%	-3%
CN(C)C(=O)Oc1ccc(Cl)c2cccnc12	0	-3%	-5%[59 µM]	-12%	39%[activator]	8%	-9%	-4%	2%
CN(C)c1ccc(P(=O)(OC2CCCCC2)C(Nc2ccccc2)c2cccnc2)cc1 (stereo not drawn)	0	-10%	/	40µM*	-17%	-21%	-1%	-11%	-14%
Cn1c(=O)oc(=O)c2ccccc21	2	-11%	/	/	29%	-11%	-4%	0%	3%
COC(=O)c1ccc(NC(=O)c2cccn(Cc3ccccc3C)c2=O)cc1	-3	-6%	7%[59 µM]	4%	20%[57 µM]	-14%	-8%	7%	5%
N#Cc1ccccc1Cn1cc(C(=O)C2CC2)c2ccccc21	-3	?	-4%[12.7 µM]	5%	49%[activator]	-10%	0%	-3%	-3%
O=[N+]([O-])[N-][n+]1cnn(Cc2ccccc2)c1	-3	4%	-2%	-4%	31%	-8%	2%	11%	0%
Cc1cccc(N2C(=O)NC(=O)/C(=C\c3ccc(N4CCOCC4)cc3)C2=O)c1	-17	-14%	?	-13%	?	-5%	-6%	5%	-11%
CC(=O)Nc1ccc(N(C(=O)Cn2nnc3ccccc32)C(C(=O)NC2CCCC2)c2ccc(O)c(O)c2)cc1 (stereo not drawn)	0	1%	50µM*	-18%	-15%	-17%	-1%	9%	22%
CN(C)C(CNC(=O)Cc1ccc(Br)cc1)c1ccccc1 (stereo not drawn)	0	0%	-7%	2%	14%	-7%	2%	-5%	0%
Cc1ccc(Cl)cc1NC(=O)N(Cc1ccc2c(c1)OCO2)C1CCN(Cc2ccccc2)CC1	3	6%	?	?	7%	?	5%	-1%	6%
ClC(Cl)(Cl)c1ccccc1	4	7%	-21%[0.501 µM]	10%	32%[activator]	-10%	6%	-19%	3%
COc1cccc(C(C#N)N2CCCCC2)c1O (stereo not drawn)	-3	-2%	?	-30%	9%	-17%	0%	4%	12%
COC(=O)C1=C(c2ccc(S(C)(=O)=O)cc2)C[C@@H]2CC[C@H]1N2C(=O)NC(C)C	6	-3%	/	/	54%[activator]	5%	-3%	-14%	-7%
CCC(=NCc1ccco1)c1c(O)n(-c2ccc(OC)cc2)c(=O)[nH]c1=O	-3	3%	-3%[12.7 µM]	-2%	35%[activator]	-31%	-15%	3%	2%
Cc1ccc(Cn2cccc(C(=O)Nc3cc([N+](=O)[O-])ccc3C)c2=O)cc1	3	2%	-30%[59 µM]	0%	32%	-15%	i	2%	1%
CC1CCCN(c2ccc(C(=O)N3CCC4(CC3)OCCO4)cc2[N+](=O)[O-])C1 (stereo not drawn)	-3	0%	-50%	-38%	-2%	-25%	i	26%	-8%
Cn1cccc1/C=C1/C(=O)NC(=S)N(Cc2ccc(F)cc2)C1=O	32	/	10µM*	25µM*	35µM*	45µM*	-14%	59%[activator]	-21%
CCN1C(=NCCCOC(C)C)N[C@@H](c2ccccc2)[C@H](C(=O)OC)[C@H]1C	1	-1%	14%[12.7 µM]	8%	4%	?	i	0%	-4%

This is a subset. The share of hits here may be higher or lower than overall.
